CHT allo act – CHT positive allosteric modulators, primary screen, cell-based, membrane potential dye, choline EC20; High affinity choline transporter 1 (Homo sapiens), Q9GZV3; CHT-expressing cells; hits give high values; LV-AA mutant CHT in HEK293 cells; B-score at 10 µM; 310,000 compounds, 0.49% hits;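 active means initial fluorescence not abnormally high and integrated response B-score, plate-corrected, over 3 SD above library mean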
Target sequence (Q9GZV3 whole entry, looked up): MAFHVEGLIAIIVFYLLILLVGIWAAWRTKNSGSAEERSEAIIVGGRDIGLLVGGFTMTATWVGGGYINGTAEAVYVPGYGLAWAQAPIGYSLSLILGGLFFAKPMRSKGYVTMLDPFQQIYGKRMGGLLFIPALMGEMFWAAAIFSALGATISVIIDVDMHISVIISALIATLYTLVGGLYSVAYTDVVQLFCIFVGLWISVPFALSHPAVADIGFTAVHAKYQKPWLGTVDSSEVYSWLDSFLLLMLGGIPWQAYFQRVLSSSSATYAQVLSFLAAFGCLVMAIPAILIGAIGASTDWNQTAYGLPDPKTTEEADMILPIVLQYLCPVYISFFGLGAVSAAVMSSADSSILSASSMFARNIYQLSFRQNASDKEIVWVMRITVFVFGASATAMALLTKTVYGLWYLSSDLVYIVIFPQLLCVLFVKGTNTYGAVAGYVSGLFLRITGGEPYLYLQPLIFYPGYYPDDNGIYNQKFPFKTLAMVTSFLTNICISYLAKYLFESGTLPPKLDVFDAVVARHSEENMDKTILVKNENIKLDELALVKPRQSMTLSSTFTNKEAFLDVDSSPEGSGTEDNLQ
CHT block – inhibitors of human choline transporter CHT; 310,000 compounds, 0.86% hits; CHT-expressing cells, membrane potential dye, choline response; hits give low values; B-score at 10 µM; AID 488975, 2010;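 active means B-score over 3 SD under the library average, and starting fluorescence ratio not unusually high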;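 further: choline stimulus applied at its EC90 after an EC20 pre-addition; B-score computed on integrated fluorescence ratio after choline addition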
* hit, by the source's call; i = inactive. Not a hit list, and some 1.5% of all compounds hit somewhere here.

Values in the order: CHT allo act	CHT block
CS(=O)(=O)N(CC(=O)N1CCN(Cc2ccccc2)CC1)c1ccc2c(c1)OCCO2
  i	i
C/C(=N\NC(=O)CNC(=O)c1cccs1)c1ccc(Cl)c(Cl)c1
  i	i
CC(C)c1ccc(NC(=O)CSc2nnc(-c3ccccn3)n2C)cc1
  i	i
O=C(NNc1ccc([N+](=O)[O-])cc1[N+](=O)[O-])c1ccco1
  i	-7.5*
CCOC(=O)c1cnc(SC)nc1Nc1cccc(F)c1
  i	i
Cn1c(CNc2cccc(Cl)c2)nnc1SCC(=O)OC1CCCCC1
  i	i
Cc1ccccc1S(=O)(=O)c1cc2ccccc2nc1N
  i	i
FC(F)(F)c1ccc(Cl)c(-n2c(Cc3cccs3)n[nH]c2=S)c1
  i	i
CCOC(=O)c1ccc(-c2cc(C)no2)[nH]1
  i	i
CC1(C)CC(=O)C(C=NCCN2CCN(C(=S)Nc3cccc(Cl)c3)CC2)=C(O)C1
  i	i
CC1(C)CC(=O)C(C=NCCCO)=C(O)C1
  i	i
Cc1cc(=O)oc2cc(OCC(=O)NC3CCN(Cc4ccccc4)CC3)c(Cl)cc12
  i	i
C=CCc1cccc2cc(C(=O)NNC(=O)c3ccncc3)c(=O)oc12
  i	i
CC(C)(C)CN1CCNC[C@H]1Cc1cccc2ccccc12
  i	i
COC(=O)c1cc(-c2ccc(OC)c(OC)c2)c2c(=O)[nH]c(=O)n(C)c2n1
  i	i
CS/C(N)=N/N=C/c1c(O)ccc2ccccc12
  i	i
Cc1cc2[nH]c(=O)c(=O)[nH]c2cc1S(=O)(=O)N1CCN(c2cccc(C)c2C)CC1
  i	i
Fc1ccc(CNc2ccc(N3CCN(Cc4ccccc4)CC3)cc2)cc1
  i	i
Cc1ccc(C(=O)NC(=S)NCCN2CCOCC2)cc1
  i	i
CNC(=O)c1ccc(NC(=O)/C=C/c2cccc(F)c2)cc1
  i	i
CC1=[N+](C)N(c2ccccc2)C(=O)C1N=Cc1ccc(Cl)cc1 (centres undefined)
  i	i
O=C(Nc1nc(-c2ccccc2)cs1)c1cccnc1
  i	i
COc1cccc(OCCCN2CCCCCC2)c1
  i	i
O=C(/C=C/c1c(Cl)cccc1Cl)N1CCN(c2ncccn2)CC1
  i	i
Cc1ccc(C(=O)OCC(=O)NCCN2C(=O)CSC2=O)cc1
  i	i
O=C1NC2(CCCCCC2)Cc2ccccc21
  i	i
CC/C(=N/Nc1ccccc1C)c1cnnc(SC)n1
  i	i
CCN1C(=O)[C@@H]2[C@H](C1=O)[C@@H]1C(=O)Nc3ccccc3C(=O)N1[C@@H]2c1cccc(Cl)c1
  i	i
COc1ccc(/C(O)=C/C(=O)C(=O)NNC(=O)C(O)(c2ccccc2)c2ccccc2)cc1
  i	i
Cc1[nH]n(-c2ccc(Br)cc2)c(=O)c1C=Nc1ccc(S(=O)(=O)Nc2nccs2)cc1
  i	i
S=C(Nc1cccc(Cl)c1)N1CCN(Cc2ccccc2)CC1
  i	i
O=C(CSCc1ccccc1)N/N=C/c1cc2c(cc1Br)OCO2
  i	i
S=c1[nH]nc(-c2cc(-c3ccccc3)n[nH]2)n1/N=C/c1ccc(Cl)c(Cl)c1
  i	i
CN(c1ccc(C(=O)NCCSCc2ccccc2)cc1)S(=O)(=O)c1ccccc1
  i	i
COc1ccccc1-c1c(C)oc2c(CN3CCN(C)CC3)c(O)ccc2c1=O
  i	i
O=c1[nH]c(-[n+]2ccccc2)c(/C=N/NC([S-])=Nc2ccccc2)s1
  i	i
Cc1cc(Br)ccc1NC(=O)CNC(=O)CSc1n[nH]c(N)n1
  i	i
CCOC(=O)/C(C#N)=C(\N)C(C)C(=O)Nc1ccccn1 (centres undefined)
  i	i
Cc1ccc(S(=O)(=O)N2CCCCC2)cc1NC(=O)Cn1ccsc1=N
  i	i
Cc1ccc(N=C2C(=O)Nc3ccccc32)c(C)c1
  i	i
Cc1ccc(CN(CC(=O)NC2CCCC2)C(=O)CSc2nnc(COc3ccccc3)o2)cc1
  i	i
Cc1nc2nc(C)c(CCC(=O)N3CCc4ccccc43)c(C)n2n1
  i	i
CCn1c(=O)cc(N2CCOCC2)[nH]c1=O
  i	i
O=S(=O)(c1cccc(-c2nnc3n2CCCCC3)c1)N1CCOCC1
  i	i
Cc1ccc(Nc2ccc(C(=O)NCCc3ccccc3)cn2)cc1
  i	i
Cc1cc(=O)[nH]c(N/N=C/c2sccc2C)n1
  i	i
O=C(O)c1ccccc1S(=O)(=O)CC(=O)N1CCCCC1
  i	i
Cc1ccc(/C=C/C(=O)Nc2ccc(S(=O)(=O)Nc3ncccn3)cc2)cc1
  i	i
Cc1cc(Cl)cc(Cl)c1OCCN1CCCC1
  i	i
Cc1ccc(C(=O)O)cc1S(=O)(=O)N1CCOCC1
  i	i

(listing goes on)
Compound	CHT allo act	CHT block
C=CCO/N=C(\C)c1c(O)c(C)c(-c2ccccc2)n(-c2ccccc2)c1=O	i	i
Cc1cccc(-c2nn(-c3ccccc3)cc2C(=O)Nc2cccc(S(=O)(=O)NC3=NCCC3)c2)c1	i	i
CC(C)(C)OC(=O)N1CCC(C(=O)N[C@H](Cc2ccccc2)C(=O)O)CC1	i	i
CC(C)CN(C(=O)COC(=O)CNC(=O)c1ccccc1F)c1c(N)n(Cc2ccccc2)c(=O)[nH]c1=O	i	i
COc1cc2c(=O)n(Cc3ccccc3)c(=O)n(CC(=O)NCC3CCCO3)c2cc1OC (centres undefined)	i	i
Cc1nn(-c2ccccc2)c(C)c1/C=N/NC(=O)c1cc(-c2ccccc2)n[nH]1	i	i
O=C(NCC(c1ccco1)N1CCCCC1)c1ccc(NS(=O)(=O)c2ccc(F)cc2)cc1 (centres undefined)	i	i
COc1cc(NC(=O)c2ccccc2-c2ccccc2)cc(OC)c1OC	i	i
COc1ccc(OCC(=O)NCCC2=CCCCC2)c([N+](=O)[O-])c1	i	i
O=C1CCC(C(=O)N2CCCCCC2)CN1Cc1cccc(C(F)(F)F)c1 (centres undefined)	i	i
Cc1snnc1C(=O)NC(=S)Nc1ccccc1	i	i
Cc1ccc(C)c(Nc2c(F)c(F)c(F)c(F)c2C(=O)O)c1	i	i
CCCN(CCC)CC(O)CN(c1cc([N+](=O)[O-])ccc1OC)S(=O)(=O)c1ccccc1 (centres undefined)	i	i
CCN(CC)CCN(C(=O)c1ccc(CN2CCCCC2)o1)C(C(=O)NC1CCCCC1)c1ccc(F)cc1 (centres undefined)	i	i
Cn1nc(N)c2c(-c3ccccc3)c(C#N)c(N)nc21	i	i
COc1cccc(/C=C2\N=C(C3CCCCC3)OC2=O)c1OC	i	i
COC(=O)C(O)(NC(=O)NC(C)=O)C(F)(F)F (centres undefined)	i	i
O=C1CSc2ccccc2N1Cc1ccc(F)cc1	i	i
COC(=O)c1ccc(C)c(NC(=O)CN(c2ccc3c(c2)OCO3)S(C)(=O)=O)c1	i	i
CC(=O)NC(C)c1nc2ccccc2n1Cc1ccccc1F (centres undefined)	i	i
COc1ccc(NC(=O)NCc2ccccn2)cc1	i	i
CCOc1ccc(NC(=O)CC(Cc2ccc(Cl)cc2)C(=O)O)cc1 (centres undefined)	i	i
CCN1CCN(c2cc(C)c3cc(NC(=S)N4CCN(c5ccccc5F)CC4)ccc3n2)CC1	i	i
CC(=O)OC1C(OC(C)=O)N(C(C)=O)C(=O)N1C(C)=O (centres undefined)	i	i
O=C(c1ccccc1OCc1ccccc1Br)N1CCN(c2ncccn2)CC1	i	i
COc1ccc(-n2nc(C(=O)NCC(=O)NCCN(C)C)c3ccccc3c2=O)c(OC)c1	i	i
COc1cc(CN2CCNC(=O)C2CC(=O)NCCc2ncccc2C)cc(OC)c1 (centres undefined)	i	i
COc1ccc2c(c1)Cc1sc(NC(=O)c3ccccc3)nc1-2	i	i
CCc1ccccc1Nc1nc2ccccc2n1CC	i	i
O=C(NC1CCCC1)C1CCN(C(=O)c2ccc(Cl)cc2Cl)CC1	i	i
CC1(C)Cc2c(c(=S)nc(-c3ccccc3)n2Cc2cccnc2)CO1	i	i
O=c1oc(-c2cccs2)nc2sc3c(c12)CCCC3	i	i
C=CCNC(=O)CSc1nc2sccc2c(=O)n1-c1ccccc1	i	i
O=C(COC(=O)c1ccc(O)cc1O)Nc1cc(-c2ccccc2)nn1-c1ccccc1	i	i
CCOC(=O)C1(Cc2ccccc2)CCCN(C(=O)c2cnn(CC)c2)C1 (centres undefined)	i	i
O=c1ccccn1Cc1c(F)cccc1Cl	i	i
COc1ccccc1CN1C[C@@H]2C[C@@H](c3ccc4nsnc4c3)N3CCC[C@@]23C1=O	i	i
COc1cc2c(=O)n(CCC(=O)NCC3CCCO3)c(=O)n(CC(=O)Nc3ccc(F)cc3)c2cc1OC (centres undefined)	i	i
Cc1ccc(C2CCN(C(=S)NC3CCCCC3)C2)cc1 (centres undefined)	i	i
CCc1ccc2c(c1)Sc1ccccc1CC2N1CCN(C)CC1 (centres undefined)	i	i
Cc1ccc(C(=O)NCCNC(=O)c2ccccn2)cc1	i	i
Cc1ccc(NC(=O)c2ccc([N+](=O)[O-])cc2Cl)nc1	i	i
CCOC(=O)c1ccc2nc(C)c(CCC(C)=O)c(Cl)c2c1	i	i
CCOCCc1nn2c(=O)cc(CSCC(=O)Nc3ccccc3)nc2s1	i	i
COc1ccc(NC(=S)N2CCC(NC(=O)c3ccccc3C)CC2)cc1	i	i
O=C(c1ccc(Cn2ccc([N+](=O)[O-])n2)cc1)N1CCN(Cc2ccccc2)CC1	i	i
Cc1cc(C)cc(NC(=O)c2ccc3c(c2)CCN3S(C)(=O)=O)c1	i	i
Cc1nn(Cc2ccccc2Cl)c(C)c1NC(=O)CCCn1nc([N+](=O)[O-])c(Cl)c1C	i	i
COCCNC(=S)N/N=C(\C)c1ccccc1OC	i	i
CC(Oc1ccc(F)cc1F)C(=O)/C=C/N(C)C (centres undefined)	i	i
CC(C)Nc1ncnc2c1cnn2-c1ccccc1	i	i
CCN(CC(=O)Nc1ccc([N+](=O)[O-])cc1OC)c1ccccc1	i	i
Cc1ccc(Cn2c(SCc3cccnc3)nc3c2c(=O)n(C)c(=O)n3C)cc1	i	i
COCC(=O)N1CCC(Oc2ccc(C(=O)NCc3csc(C(C)C)n3)cc2)CC1	i	i
O=C(c1ccc(F)cc1)C1CCN(C(=S)Nc2ccccc2Cl)CC1	i	i
NS(=O)(=O)c1ccc(CCNC(=O)COC(=O)C2CCC2)cc1	i	i

(continued)
Compound	CHT allo act	CHT block
COc1ccc(N2C(=O)/C(=C/N(C)C)NC2=S)cc1	i	i
Cc1ccc2nc(Nc3ccc(C)c(Cl)c3)c3nncn3c2c1	i	i
Cc1cc2cc(CNC(=O)c3cccc([N+](=O)[O-])c3)ccc2[nH]1	i	i
CC(Oc1ccccc1F)C(=O)NNC(=O)CCS(=O)(=O)c1ccccc1Cl (centres undefined)	i	i
COC(=O)C1CCN(C(=O)COC(=O)[C@@H]2CC(O)CN2S(=O)(=O)c2ccc3c(c2)OCCO3)CC1 (some centres undefined)	i	i
COc1ccc(O)c(CN2CCCC(C(=O)Nc3cccc(-n4cccn4)c3)C2)c1 (centres undefined)	i	i
Cc1ccc(NC(=S)NC(NC(=O)c2ccco2)C(Cl)(Cl)Cl)cc1 (centres undefined)	i	i
CCc1nn(CC(=O)NC(C)CCc2ccccc2)c(=O)c2cc3cc(F)ccc3n12 (centres undefined)	i	i

Reprinted at random: seven records from the list
Compound	CHT allo act	CHT block
Cc1ccc(NC(=S)NC(NC(=O)c2ccco2)C(Cl)(Cl)Cl)cc1 (centres undefined)	i	i
COc1ccc(N2C(=O)/C(=C/N(C)C)NC2=S)cc1	i	i
CC(Oc1ccccc1F)C(=O)NNC(=O)CCS(=O)(=O)c1ccccc1Cl (centres undefined)	i	i
Cc1cc2cc(CNC(=O)c3cccc([N+](=O)[O-])c3)ccc2[nH]1	i	i
CCc1nn(CC(=O)NC(C)CCc2ccccc2)c(=O)c2cc3cc(F)ccc3n12 (centres undefined)	i	i
COc1ccc(O)c(CN2CCCC(C(=O)Nc3cccc(-n4cccn4)c3)C2)c1 (centres undefined)	i	i
Cc1ccc2nc(Nc3ccc(C)c(Cl)c3)c3nncn3c2c1	i	i

Continuation.
Compound	CHT allo act	CHT block
CCOC(=O)c1cnc(SCC(=O)N2CCc3ccccc32)nc1N	i	i
COc1cc2c(cc1OC)C(c1cc3cc4c(cc3[nH]c1=O)OCO4)N(C(=O)C1CC1)CC2 (centres undefined)	i	i
Cc1ccc(C(=O)N/C(=C/C=C/c2ccccc2)C(=O)NCc2ccco2)cc1	i	-7.21*
Cc1cc(Cl)ccc1Oc1nc(-c2ccccc2)ncc1S(C)(=O)=O	i	i
Brc1ccccc1-c1nnc(-c2cccnc2)o1	i	i
O=C(NCCc1ccc(Cl)cc1)c1cc2ccccn2n1	i	i
CCCCCC1CCC(c2nnc(SCC(C)=O)o2)CC1 (centres undefined)	i	i
Cc1ccc(-c2ccc(/C=N/NC(=O)c3ccccc3O)o2)cc1	i	i

3 neighbouring records already listed, quoted:
Compound	CHT allo act	CHT block
Brc1ccccc1-c1nnc(-c2cccnc2)o1	i	i
O=C(NCCc1ccc(Cl)cc1)c1cc2ccccn2n1	i	i
CCCCCC1CCC(c2nnc(SCC(C)=O)o2)CC1 (centres undefined)	i	i

Later entries:
Compound	CHT allo act	CHT block
COc1ccc(CCNC(=O)c2cc(-c3cc(C)c(C)cc3O)n[nH]2)cc1OC	i	i
CC(C)(C)c1ccc(OCC(=O)NCc2ccco2)c(Br)c1	i	i
CCCn1nnc(NC(=O)COc2cc(C)ccc2C(C)C)n1	i	i
OC1CCN(c2c3c(nc4cc(-c5cccc(F)c5)nn24)CCCC3)CC1	i	i
CN1CCN(CC(O)COCc2ccc3c(c2)OCO3)CC1 (centres undefined)	i	i
CS(=O)(=O)c1ccc(Cl)c(NC(=O)CCCc2nc3ccccc3c(=O)[nH]2)c1	i	i
